ssDAF12 agonist: activators of S. stercoralis DAF-12 nuclear receptor | AID 652126 | HEK293 ssDAF-12/GRIP1 lit1-tk-luc reporter, luminescence; % of 3 µM dafachronic acid response | activation, % at 6.8 µM | actives 1% (n = 370,000);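 active = activation above the mean over all tested compounds plus 3 SD, cut at about 0.9% in these data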;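 note: 0% = DMSO-only wells and 100% = 3 µM delta7-dafachronic acid wells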
hcDAF12 agonist: activators of H. contortus DAF-12 nuclear receptor. HEK293 hcDAF-12 lit1-tk-luc reporter, luminescence; 0% DMSO, 100% Δ7-dafachronic acid. activation, % at 6.8 µM. actives 1.4% (n = 370,000). AID 652067;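 active = activation above the mean of all tested compounds plus 3 SD, cut at about 5.5% in these data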;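 note: 100% = response to 3 µM Δ7-dafachronic acid high control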
DAX1 inh-1: inhibitors of DAX1 repression of SF-1 activated StAR promoter. HEK293T StAR-luciferase reporter, SF-1/DAX-1 repression relief. inhibition, % at 6.8 µM. actives 1.1% (n = 370,000). AID 652010;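 active = inhibition above the mean over all tested compounds plus 3 SD, cut at about 3.6% in these data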;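 note: 0% = DAX-1 cells with DMSO and 100% = cells lacking DAX-1 with DMSO; higher inhibition means more luminescence from relief of DAX-1 repression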
ADAM10 inh: inhibitors of human ADAM10; O14672; recombinant ADAM10, EDANS/DABCYL FRET peptide cleavage, 3 h; inhibition, % at 7 µM; actives 0.62% (n = 370,000);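 active = inhibition above a per-campaign cutoff equal to the mean of compounds falling between control-based bounds plus 3 SD, cut at about 20% in these data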;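 note: 0% = DMSO wells while the 100% control is not disclosed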
Target sequence (O14672 214-748 limits assumed): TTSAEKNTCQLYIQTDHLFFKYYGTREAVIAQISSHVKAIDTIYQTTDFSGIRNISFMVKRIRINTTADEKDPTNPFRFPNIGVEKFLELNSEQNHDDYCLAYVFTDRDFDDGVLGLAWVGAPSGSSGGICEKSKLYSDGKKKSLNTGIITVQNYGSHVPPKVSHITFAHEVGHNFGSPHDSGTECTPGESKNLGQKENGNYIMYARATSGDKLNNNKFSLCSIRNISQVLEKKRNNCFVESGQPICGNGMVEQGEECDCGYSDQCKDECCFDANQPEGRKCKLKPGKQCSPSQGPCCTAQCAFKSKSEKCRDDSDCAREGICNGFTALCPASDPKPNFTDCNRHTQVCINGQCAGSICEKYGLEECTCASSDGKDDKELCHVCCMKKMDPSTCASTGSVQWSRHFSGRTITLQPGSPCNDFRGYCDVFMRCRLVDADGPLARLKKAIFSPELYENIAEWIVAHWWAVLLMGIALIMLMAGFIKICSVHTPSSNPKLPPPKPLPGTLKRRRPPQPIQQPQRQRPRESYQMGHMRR
HGIII-sPLA2 inh: Blocks human group III sPLA2 activity | QFRET BODIPY PC-A2 liposome hydrolysis, fluorescence | inhibition, % at 12.2 µM | AID 743126 | Q9NZ20 | actives 0.56% (n = 370,000);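 active = inhibition above mean plus 3 SD of compounds lying within the high and low control bounds, cut at about 19% in these data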;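 note: 0% = median of test compound wells and 100% = no enzyme DMSO wells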
GC-A act: GC-A (human) enzyme activation. HEK293 GC-A cells, cGMP TR-FRET, EC30 ANP; 0% at EC30 ANP, 100% saturating ANP. actives 0.14% (n = 370,000). P16066. activation, % at 10 µM. AID 1671463; in the data active = activation above about 40%
hgDAF-12 ag: activates the H. glycines DAF-12 receptor ligand-binding domain. HEK293 GAL4-hgDAF12 UAS-luciferase reporter, agonist luminescence; normalized to butyrate control. activation, % at 6.8 µM. actives 1.8% (n = 370,000). AID 687014;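 active = activation above a cutoff set at the mean of all screened compounds plus 3 SD, cut at about 10% in these data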;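 note: 0% = DMSO wells and 100% = sodium butyrate wells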
NPR2 activator: GC-B (human) receptor activation | HEK293-GC-B cells, CNP EC30, cGMP TR-FRET; 0% at EC30 CNP, 100% saturating CNP | activation, % at 10 µM | actives 0.11% (n = 370,000);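 active = activation at 10 µM reaching about 35% in either raw or pattern-adjusted values, limit read from the data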
GAA850 FXN act: frataxin GAA850 promoter activation | activation, % at 6 µM | actives 0.56% (n = 360,000) | HEK293 lucGAA850 FXN promoter luciferase reporter, 24 h; percent of 10 µM SAHA response;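 active = activation above the average of all compounds screened plus 3 SD, cutoff fixed separately per campaign, cut at about 7.5% in these data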;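 note: 0% = DMSO wells and 100% = 10 µM SAHA wells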
SMARCA2 activ: increases SMARCA2 function in MMTV reporter cells; MG213 cells, MMTV-luciferase reporter, dexamethasone, overnight; activation, % at 9.1 µM; actives 1% (n = 370,000); in the data active = activation above about 7.8%;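 note: 0% = vehicle wells and 100% = reference activator wells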
DAX1 inh-2: inhibitors of human orphan nuclear receptor DAX1 (NR0B1); P51843; HEK293 Gal4-DAX1 luciferase reporter, luminescence; inhibition, % at 6.75 µM; actives 0.99% (n = 340,000); AID 504766;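 active = inhibition above the mean over all tested compounds plus 3 SD, cut at about 4.2% in these data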;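 note: 0% = DAX1-transfected cells with DMSO and 100% = empty-vector control cells with DMSO; inhibition shows as a rise in luminescence from relieved DAX1 repression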
Target sequence (P51843 207-470 limits assumed): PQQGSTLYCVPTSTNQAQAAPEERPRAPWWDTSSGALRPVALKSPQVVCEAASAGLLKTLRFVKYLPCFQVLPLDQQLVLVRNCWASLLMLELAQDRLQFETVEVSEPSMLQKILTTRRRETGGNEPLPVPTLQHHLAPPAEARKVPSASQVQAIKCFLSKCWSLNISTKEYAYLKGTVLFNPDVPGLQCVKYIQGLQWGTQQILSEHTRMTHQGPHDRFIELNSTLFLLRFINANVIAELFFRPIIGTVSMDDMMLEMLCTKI
* marks the source's active call; other numbers are inactive results; i = inactive; . = not tested or not shown.

SMILES | ssDAF12 agonist | hcDAF12 agonist | DAX1 inh-1 | ADAM10 inh | HGIII-sPLA2 inh | GC-A act | hgDAF-12 ag | NPR2 activator | GAA850 FXN act | SMARCA2 activ | DAX1 inh-2
COc1ccc(C(=O)CC(=O)C(=O)Nc2cc(Cl)c(OC)cc2OC)cc1 | -1.3 | -2.2 | 0.5 | -7 | -2 | -4 | -0.8 | -7 | -0.1 | 0 | 0.8
C=CCN(CC=C)CCOc1cc(C)ccc1[N+](=O)[O-] | -0.8 | -2.5 | -0.6 | -8 | 2 | 2 | -0.8 | 5 | 1.7 | 1 | -0.8
CCC(C)[C@H](NC(=O)N1CC(=O)Nc2ccccc21)C(=O)Nc1ccccc1C (some centres undefined) | -1.3 | -1.3 | -1.0 | -8 | 2 | -5 | 1.1 | 1 | -4.6 | 2 | 0.1
CCN(CC)C(=O)C1CCCN(Cc2cccc(F)c2)C1 (centres undefined) | -1.2 | -1.5 | 0.4 | 79* | 4 | 0 | -1.2 | 7 | -0.4 | -1 | -0.1
COc1ccc(S(=O)(=O)CCc2nnc(NC(C)=O)s2)cc1 | -1.0 | -1.8 | -0.4 | -20 | 0 | 6 | -2.6 | 1 | 2.1 | 1 | -1.6
O=C(Nc1ncccc1O)c1ccc(NS(=O)(=O)c2ccc3[nH]c(=O)[nH]c3c2)cc1 | -0.4 | -0.6 | 15* | -5 | -1 | 2 | 5.0 | 2 | 1.1 | -1 | 2.1
CCOC(=O)N1CCN(S(=O)(=O)c2c(C)nc3sccn3c2=O)CC1 | -0.6 | 0.0 | -0.8 | -1 | 8 | 2 | 0.8 | 8 | 2.4 | -2 | 0.0
CCSC(=S)c1c(C)[nH]n(-c2ccccc2)c1=O | -1.6 | -1.4 | -0.2 | 4 | 19* | 4 | -2.0 | 0 | 0.3 | -5 | 4.2
O=C(COCc1ccncc1)N1CCN(c2ccc(F)cc2Cl)CC1 | -1.5 | -2.2 | -1.8 | 5 | 0 | -2 | -2.4 | -2 | . | -6 | .
Cc1cccc(NS(=O)(=O)c2cnc(Cl)c(Br)c2)n1 | -0.5 | -1.2 | 0.4 | -4 | -2 | 3 | -3.6 | -3 | -0.5 | -1 | -1.1
Cc1cc(=O)oc2cc(OCC(=O)N3CCN(c4ccccc4)CC3)ccc12 | -1.7 | -1.6 | -0.5 | -132 | 0 | -3 | 3.1 | -3 | 0.0 | -3 | -0.8
O=C1CC(c2ccccc2)=NN1c1ccccc1 | -1.1 | -0.5 | 0.0 | -10 | 14 | -1 | -3.3 | -1 | 0.9 | -5 | -2.0
COc1ccc(CN2CCN(c3cc(C)nc4c5c(C)cc(C)nc5nn34)CC2)cc1F | -1.3 | -2.1 | 0.6 | i | -9 | 2 | 1.1 | -2 | 2.2 | 0 | -1.7
CCSc1nnc(NC(=O)NC(CC)(C(F)(F)F)C(F)(F)F)s1 | -1.3 | -1.7 | -1.0 | 4 | -8 | 15 | -1.3 | 6 | 1.8 | -2 | -1.2
CC(=O)CSc1ccc(S(=O)(=O)N2CCN(C)CC2)cn1 | -0.4 | -1.3 | 3.0 | -10 | 9 | 0 | -2.2 | -2 | -0.8 | -2 | 0.0
COc1ccc(CN2C/C(=C/c3ccccc3)N3C(=O)C[C@@H](c4ccc5ccccc5c4)N=C23)c(OC)c1 | -1.7 | -2.6 | -0.9 | 4 | -6 | -6 | 1.8 | 0 | . | -4 | .
CCOC(=O)N1CCN(C(=O)C[C@H]2C[C@@]3(C(=O)OC)C(=C[C@H](COCc4ccccc4)O[C@@H]3C)N(CCC3=CCCCC3)C2=O)CC1 | -1.6 | -0.9 | -0.7 | 2 | -11 | 4 | -2.9 | 10 | . | -5 | .
Cc1cc(=O)oc2c1c(C)nn2-c1ccc(Br)cc1 | -0.8 | 3.9 | -0.3 | 6 | 0 | 21 | 0.6 | -4 | 3.0 | 3 | 0.9
CCc1ccc(OCC(=O)OCC(=O)NC2CCCC(C)C2C)cc1 (centres undefined) | -1.1 | -0.1 | 0.4 | 1 | 0 | 0 | 1.8 | -8 | -1.0 | 0 | 1.8
CCOC(=O)c1c(CSc2ccccc2)n(C)c2ccc(O)c(CN3CCOCC3)c12 | -1.5 | -1.7 | 0.7 | -1 | -16 | -3 | 2.4 | 0 | -0.5 | -1 | -0.7
CC(=O)NCCc1ccc(C(=O)COC(=O)c2cccs2)cc1 | 0.4 | -0.9 | -2.1 | 7 | -5 | 1 | -1.3 | 2 | 2.0 | 8.6* | 3.4
Cn1cc(CNC(=O)C2c3ccccc3Oc3ccccc32)cn1 | -1.3 | -2.2 | 0.2 | -3 | 1 | 4 | -2.2 | -3 | 1.5 | -1 | -0.8
Cc1cc(N)n(-c2ccc(Cl)cc2)n1 | 0.1 | 2.5 | -0.3 | 4 | 4 | 2 | 0.5 | -2 | 0.3 | 0 | -0.2
O=[N+]([O-])c1ccccc1O[C@@H]1O[C@H](CO)[C@H](O)[C@H](O)[C@H]1O | -0.8 | -2.0 | -0.2 | 0 | 4 | -1 | -1.2 | 3 | 0.2 | -2 | 1.8
COC(=O)c1ccccc1S(=O)(=O)NNC(=O)c1nn(C)c(=O)c2ccccc12 | -0.4 | -0.4 | -0.7 | -16 | 14 | 0 | 2.6 | 3 | 0.1 | 0 | 2.3

Quoted at random: three entries already listed.
SMILES | ssDAF12 agonist | hcDAF12 agonist | DAX1 inh-1 | ADAM10 inh | HGIII-sPLA2 inh | GC-A act | hgDAF-12 ag | NPR2 activator | GAA850 FXN act | SMARCA2 activ | DAX1 inh-2
Cn1cc(CNC(=O)C2c3ccccc3Oc3ccccc32)cn1 | -1.3 | -2.2 | 0.2 | -3 | 1 | 4 | -2.2 | -3 | 1.5 | -1 | -0.8
O=C(Nc1ncccc1O)c1ccc(NS(=O)(=O)c2ccc3[nH]c(=O)[nH]c3c2)cc1 | -0.4 | -0.6 | 15* | -5 | -1 | 2 | 5.0 | 2 | 1.1 | -1 | 2.1
O=C(COCc1ccncc1)N1CCN(c2ccc(F)cc2Cl)CC1 | -1.5 | -2.2 | -1.8 | 5 | 0 | -2 | -2.4 | -2 | . | -6 | .

Further entries:
SMILES | ssDAF12 agonist | hcDAF12 agonist | DAX1 inh-1 | ADAM10 inh | HGIII-sPLA2 inh | GC-A act | hgDAF-12 ag | NPR2 activator | GAA850 FXN act | SMARCA2 activ | DAX1 inh-2
O=C(NCc1ccco1)c1ccc(Cn2cc([N+](=O)[O-])cn2)o1 | -1.7 | -1.2 | 0.7 | 1 | 1 | 6 | 0.3 | 7 | 1.0 | -4 | 1.3
CC1(C)Cc2cccc(OCC(=O)OCC(=O)Nc3ccc(C(N)=O)cc3)c2O1 | -1.0 | 0.0 | -1.2 | 2 | -1 | 2 | 5.2 | 0 | 0.1 | 0 | 1.3
O=C(COC(=O)/C=C/c1cccc(C(F)(F)F)c1)Nc1cccc2ccccc12 | -1.1 | -1.9 | -0.3 | 0 | 7 | -2 | -0.9 | 7 | 3.7 | -4 | -0.5
COCCn1c(-c2ccc(OC)cc2)cnc1SCC(=O)Nc1cccc2ccccc12 | -1.2 | -2.0 | -1.4 | 1 | -15 | -10 | -4.6 | -15 | -1.7 | -2 | 1.0
Cn1c(SCC(=O)NCc2ccccc2)nnc1C1CC1 | -0.9 | -0.4 | 0.1 | 11 | 6 | -3 | 0.6 | 1 | -0.7 | -2 | 2.1
CC1=C(C(=O)OCc2ccccc2)C(c2ccco2)n2ncnc2N1 (centres undefined) | -1.0 | -3.8 | -2.0 | -2 | -2 | -1 | -2.4 | 6 | 0.6 | -1 | -2.5
CN(CC(=O)Nc1ccc(F)c(F)c1F)C(=O)CC1OC(=O)c2ccccc21 (centres undefined) | -0.4 | -0.8 | -1.2 | -2 | 4 | 1 | 0.8 | 7 | 0.7 | -2 | -0.1
O=C(NC(=S)NCc1nc2ccccc2[nH]1)c1ccc(F)cc1 | 0.4 | 2.5 | 1.3 | -1 | 4 | 1 | 10* | 4 | 0.8 | 9.9* | 0.1
CCCCSc1nnc2c(n1)[nH]c1ccccc12 | -0.4 | 0.0 | 0.8 | 0 | -1 | 3 | 7.2 | 0 | 7.6 | 7 | 1.3
CCOC(=O)c1c(S(=O)(=O)N2CCCC(C(=O)Nc3ncccc3C)C2)c(C)n(C)c1C (centres undefined) | -1.2 | 0.0 | 0.9 | 6 | 11 | -1 | 1.8 | 1 | 0.2 | -4 | 1.0
COc1ccc(-c2c(C(C)=O)c(C)nc3sc4c(=O)n(-c5ccc(C)cc5)nnc4c23)cc1 | -0.9 | -1.8 | -0.3 | -5 | 5 | -4 | -2.8 | -2 | -2.7 | 0 | -0.8
COC(=O)COc1ccc(NS(=O)(=O)c2cccc([N+](=O)[O-])c2)cc1 | -0.6 | -1.1 | -0.8 | -5 | 1 | -8 | 0.5 | -3 | 1.7 | -3 | 1.1
Cn1c(=O)oc2cc(S(=O)(=O)N3CCN(c4ccccc4)CC3)ccc21 | 2.6* | 1.5 | 0.5 | 6 | 1 | -1 | 1.3 | 1 | 1.0 | -3 | 0.4
Cc1cccc2sc(N(CCCN(C)C)C(=O)c3ccc4ncsc4c3)nc12 | -0.8 | 5.5 | 1.1 | 0 | -2 | -22 | 5.0 | -17 | 1.5 | 7 | 0.8
CCOC(=O)C1=C(C(=O)OCC)C2N(Cc3ccc(Br)cc3)c3ccccc3[C@@]23C[C@@H](C(=O)OC)N(S(=O)(=O)c2ccc(F)cc2)C3=N1 (some centres undefined) | -1.5 | 0.6 | 0.5 | -17 | -3 | -1 | 1.6 | 4 | . | -1 | .
Cc1nn(-c2ccc(C(=O)N3CCN(S(=O)(=O)c4ccccc4C(F)(F)F)CC3)cc2)c(C)c1Cl | -0.9 | -0.5 | -1.5 | -5 | 5 | -2 | -0.6 | 5 | -1.1 | -2 | 0.7
Cc1cccc(SCC(=O)Nc2ccccc2[N+](=O)[O-])c1 | -2.4 | -0.6 | -0.1 | 3 | -5 | -2 | 2.1 | -1 | 2.8 | -1 | -0.7
O=C(c1cccc(COCC(F)(F)C(F)F)c1)N1CCN(c2ccccc2)CC1 | -0.6 | -1.5 | -0.2 | 6 | -2 | 1 | -0.3 | -1 | -1.3 | -4 | 0.0
CS(=O)(=O)N(CCc1ccccc1)CC(=O)Nc1ccc2c(c1)OCO2 | -1.4 | 0.0 | 0.1 | 1 | -9 | 2 | 3.1 | 3 | -1.3 | 0 | -0.9
CCc1cnc(Nc2nc(C(N)Cc3ccc(F)cc3)cs2)nc1 (centres undefined) | -1.8 | -0.7 | 0.0 | 5 | 3 | -2 | 0.6 | -7 | -0.4 | -4 | .
COC(=O)c1ccc(Cn2c(C)c(C(=O)Nc3cccc(Oc4ccccc4)c3)sc2=O)o1 | -2.5 | -3.0 | -3.3 | 7 | -14 | -1 | -5.2 | -1 | 0.4 | -3 | .
O=Cc1sc(=O)n(Cc2cccc(C(=O)O)c2)c1Cl | -1.1 | -0.6 | 0.2 | 9 | 3 | 2 | -1.3 | 3 | 0.6 | 6 | 0.1
CCN1C(=O)C(=O)N(CC(=O)Nc2cc(C)ccc2C)C1=O | -0.9 | -0.9 | -2.7 | -2 | -3 | 3 | -3.0 | -1 | -1.1 | 5 | 0.7
Cc1nc(SCC(=O)c2ccc(F)c(F)c2)[nH]c(=O)c1Oc1ccc(F)cc1 | -1.0 | -0.9 | -0.3 | 0 | -67 | 0 | -1.9 | -3 | 1.8 | -2 | 0.1
